High-throughput results: PubChem, Broad Institute
PGC1a acetyl inh: inhibitors of PGC1a acetylation signal, primary screen, cell-based, U2OS, AlphaScreen, inhibitor mode | AlphaScreen anti-acetyl-lysine; with virally co-expressed GCN5 acetyltransferase | inhibition, % at 15.6 µM | actives 0.17% (n = 350,000) | AID 651687, 2012;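 active = every replicate shows inhibition of at least 40%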;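 note: 0% = neutral control wells and 100% = positive control wells; some results beyond the cut were filed as inactive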
Cneo AK release: Cryptococcus neoformans cell lysis inducers, primary screen, AK release luminescence, single concentration; actives 0.2% (n = 360,000); lysis activity, % at 15 µM; C. neoformans lysis, adenylate kinase release luminescence, 4 h; normalised: neutral wells 0, clomiphene wells 100;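 active = mean lysis activity across replicates of at least 80%, whatever share of replicates individually reach that level; inactive = mean lysis activity below 80%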
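Assay system: Cryptococcus neoformans yeast cells / Dosing: single-point compound dose / Timing: 4 h at 37 °C static, read 1 h later / Measured by: luminescence of released adenylate kinase using an AK detection reagent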
LGR2 inh: inhibitors of bursicon-induced LGR2 CRE-luciferase signal, primary screen, cell-based, HEK293, CRE-luciferase reporter, bursicon stimulation. bursicon-stimulated, 4 h. actives 0.35% (n = 380,000). inhibition, % at 9.99 µM;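 active = drop in luminescence signal, shown as inhibition above about 50% in the replicate tests, limit read from the data, passing the limit was not always enough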;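 note: agonist challenge used bursicon conditioned medium at about half maximal strength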
SIRT5 inh: SIRT5 desuccinylase inhibitors, primary screen, biochemical, fluorescence imaging, single point, set 5. NAD-dependent protein deacylase sirtuin-5, mitochondrial (Homo sapiens), Q9NXA8. Purified SirT5, succinyl-peptide AMC, trypsin-coupled fluorescence. inhibition, % at 15 µM. actives 1.1% (n = 330,000). AID 652115, 2013; in the data active = inhibition above about 15%
Target sequence (Q9NXA8 whole entry, looked up): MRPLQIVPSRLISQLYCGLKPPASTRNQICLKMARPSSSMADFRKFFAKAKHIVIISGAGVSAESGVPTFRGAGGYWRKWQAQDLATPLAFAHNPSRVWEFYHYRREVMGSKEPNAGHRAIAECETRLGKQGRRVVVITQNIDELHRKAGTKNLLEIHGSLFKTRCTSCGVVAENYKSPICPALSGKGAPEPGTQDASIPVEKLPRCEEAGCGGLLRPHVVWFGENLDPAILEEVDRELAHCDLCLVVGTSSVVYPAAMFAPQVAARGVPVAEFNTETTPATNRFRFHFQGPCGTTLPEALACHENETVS
S100A4 MyoIIA: inhibitors of S100A4-myosin IIA peptide binding, primary screen, biochemical, fluorescence polarization, TAMRA-MyoIIA peptide | Protein S100-A4 (Homo sapiens), P26447 | inhibition, % at 10.7 µM | actives 0.14% (n = 360,000);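 active = mean inhibition of at least 70% across replicates, with every replicate also reaching that level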
Target sequence (P26447 whole entry, looked up): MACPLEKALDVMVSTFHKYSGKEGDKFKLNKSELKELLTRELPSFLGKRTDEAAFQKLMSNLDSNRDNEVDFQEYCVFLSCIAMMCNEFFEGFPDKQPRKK
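Test system – S100A4 monomer (human) · Compound – single-point compound testing · Schedule – 5 min incubation before reading · Probe or stimulus – TAMRA-labelled myosin IIA heavy-chain peptide probe, 5 nM · Benchmarks – neutral control DMSO, positive control TFP · Medium – Calcium-containing HEPES buffer, pH 7.2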
Statin myotox sup: suppressors of statin myotoxicity in C2C12 myotubes, primary screen, cell-based, single point, plate reader. C2C12 myotubes + simvastatin, ATP luminescence, 48 h; scaled: DMSO 0, geranylgeraniol control 100. rescue of ATP level, % at 7.49 µM. actives 0.78% (n = 330,000). AID 602340, 2012;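 active = mean ATP rescue above about 67%, or every replicate alone reaching that limit, limit read from the data, passing the limit was not always enough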;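 note: myotubes were challenged with 10 µM simvastatin during compound exposure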
ERAP1 HTS inh: human ERAP1 aminopeptidase inhibitors, primary screen, biochemical, single point, plate reader; AID 652197, 2013; inhibition, % at 10.7 µM; actives 0.15% (n = 340,000); recombinant ERAP1, Leu-AMC fluorescence, 60 min;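 active = mean replicate inhibition of at least 30%, or all replicates individually reaching that 30% level; inactive = mean below 30% and not every replicate reaching it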;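 note: 0% = neutral control wells and 100% = L-leucinethiol positive control wells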
XiGFP reactiv: activators of inactive X chromosome reactivation, primary screen, imaging, XiGFP fibroblasts, GFP high-content imaging, set 2; actives 0.055% (n = 360,000); activation, % at 7.58 µM; XiGFP mouse fibroblasts, % GFP-positive cells imaging, 3 d; cells co-treated with 5-aza-dC sensitizer; scaled so ellipticine positive control = 100%; AID 743238, 2013;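 active = mean normalized replicate activation at least 10% and every replicate at or above 10%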;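 note: 0% = median of on-plate neutral control wells and 100% = ellipticine 6 µM median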
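System: SV40-immortalized XiGFP fibroblast cells, line 68-5-11 / Incubation: 3-day compound exposure, then 15 min fixation at room temperature / Compound: single concentration per compound, delivered by pin transfer / Buffer or medium: DMEM plus 5-aza-dC sensitizer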
An asterisk follows results filed as active; / = not tested or not shown; & = joins results of further samples. The list is partial; rates above refer to the full screens.

SMILES	PGC1a acetyl inh	Cneo AK release	LGR2 inh	SIRT5 inh	S100A4 MyoIIA	Statin myotox sup	ERAP1 HTS inh	XiGFP reactiv
COc1cc(OC)c2c(c1)OC(c1ccc(OC)c(OC)c1)C(O)C2=O (configuration not stated)	-1	2	-5	/	-2	-4	-1	0.9
CC(C)NC(=O)Nc1ccc2c(c1)C(=O)N([C@@H](C)CO)C[C@H](C)[C@H](CN(C)Cc1ccc(Cl)c(Cl)c1)O2	-7	-6	25	/	/	1	/	0.7
CCN1CC(CN(C)Cc2nc(-c3ccco3)oc2C)CC1=O (configuration not stated)	/	/	5	-1	-1	9	-4	-0.2
O=C(NCCCNC(=O)c1ccccc1Cl)c1cnccn1	-5	1	8	4	2	5	1	0.1
Cc1ccc([N+](=O)[O-])c(C(=O)N/N=C/c2cccnc2)c1	-5	-1	-19	2	9	-3	/	0.1
COc1ccccc1CNc1nc(NCCOc2ccccc2Cl)c2sccc2n1	12	6	27	-2	-5	-26	2	0.0
Cc1cc(NC(=O)CN2CCN(c3ccccn3)CC2)ccc1Br	/	0	-9	-12	-1	-2	0	0.0
CS(=O)(=O)N1CC2CCCN2c2cc(C(F)(F)F)ccc21 (configuration not stated)	-5	/	9	0	1	1	-2	0.0
Cn1c(=O)c2c(nc(CN3CCN(C(c4ccccc4)c4ccccc4)CC3)n2CCCO)n(C)c1=O	/	/	6	-1	-1	/	-2	0.0
COc1ccc(C(=O)Nc2ccc([N+](=O)[O-])cn2)cc1OC	-5	3	/	/	-2	/	2	-0.1
CCN(CC)CCC(O)(c1ccccc1)C1CCCCC1 (configuration not stated)	11	1	9	-2	2	5	-3	0.1
Cc1cc(C)cc(NC(=O)COC(=O)c2ccc3c(c2)OCCO3)c1	2	-1	14	-3	-4	7	1	0.4
O=C(NCC[C@@H]1CC[C@@H](NS(=O)(=O)Cc2ccccc2)[C@@H](CO)O1)C1CCOCC1	4	0	-29	2	3	3	1	0.0
COC(=O)c1cc(S(=O)(=O)NCc2cc(OC)c(OC)c(OC)c2)cn1C	-4	0	-16	0	8	1	-6	0.0
O=C([C@H]1[C@H](CO)[C@H]2Cn3c(ccc(C4=CCCC4)c3=O)[C@@H]1N2C(=O)c1cccnc1)N1CCOCC1	/	52	-1	-3	0	8	-1	-0.1
Cc1ccc2oc3ccccc3c(=O)c2c1	-1	-2	-131	1	-6	-2	0	/
CN(C)Cc1cn(CC[C@@H]2CC[C@H](NC(=O)Nc3ccc4c(c3)OCO4)[C@@H](CO)O2)nn1	-1	5	9	1	0	12	0	0.1
O=c1[nH]cc(S(=O)(=O)N2CCN(c3ccc(F)cc3)CC2)c(=O)[nH]1	17	0	-30	1	2	3	2	0.0
C[C@@H]1CN([C@H](C)CO)S(=O)(=O)c2ccc(C3=CCCC3)cc2O[C@@H]1CN(C)Cc1ccncc1	-6	2	-6	1	-8	-18	-1	-0.8
NC1=NC(=O)C(CC(=O)Nc2ccc3c(c2)OCO3)S1 (configuration not stated)	2	/	26	0	3	/	-5	-0.1
CC(C)C(OC(=O)c1ccc(Cl)nc1)C(=O)NC1CCCCC1 (configuration not stated)	/	5	16	-1	1	11	-5	0.1
O=C1CCCC/C1=N\Nc1ccc(OCc2ccccc2)cc1	/	/	-22	/	3	/	-1	0.0
COC(=O)[C@H]1C[C@@H]1[C@H](NS(=O)(=O)c1ccc2ccccc2c1)c1ccccc1	/	-6	16	/	0	-1	-3	0.0
O=C(Nc1ccccc1)N1CCCCN2[C@H](CO)[C@@H](c3ccc(C#Cc4ccccn4)cc3)[C@H]2C1	-5	-1	-18	1	16	/	3	0.2
CCN(CC)C(=S)NC(=O)c1ccc(OC)c(Br)c1	-2	8	-1	/	/	/	/	0.2

One compound at a time, as listed above. Screens in order: PGC1a acetyl inh	Cneo AK release	LGR2 inh	SIRT5 inh	S100A4 MyoIIA	Statin myotox sup	ERAP1 HTS inh	XiGFP reactiv
Record of Cn1c(=O)c2c(nc(CN3CCN(C(c4ccccc4)c4ccccc4)CC3)n2CCCO)n(C)c1=O = /	/	6	-1	-1	/	-2	0.0
Record of CCN(CC)C(=S)NC(=O)c1ccc(OC)c(Br)c1 = -2	8	-1	/	/	/	/	0.2
Record of CS(=O)(=O)N1CC2CCCN2c2cc(C(F)(F)F)ccc21 (configuration not stated) = -5	/	9	0	1	1	-2	0.0
Record of COC(=O)[C@H]1C[C@@H]1[C@H](NS(=O)(=O)c1ccc2ccccc2c1)c1ccccc1 = /	-6	16	/	0	-1	-3	0.0
Record of Cc1ccc([N+](=O)[O-])c(C(=O)N/N=C/c2cccnc2)c1 = -5	-1	-19	2	9	-3	/	0.1

More entries follow:
SMILES	PGC1a acetyl inh	Cneo AK release	LGR2 inh	SIRT5 inh	S100A4 MyoIIA	Statin myotox sup	ERAP1 HTS inh	XiGFP reactiv
O=C(O)CN1C(=O)COc2ccc(S(=O)(=O)N3CCCCCC3)cc21	-1	1	8	-6	-10	-2	-1	0.0
COCCOC(=O)C1=C(C)Nc2nc(C)nn2C1c1ccc(F)cc1 (configuration not stated)	10	1	19	-1	-2	6	0	0.6
O=C(NCCCN1CCN(c2ccccc2F)CC1)C1CC(=O)N(C2CCCC2)C1 (configuration not stated)	2	3	-20	/	-3	125*	/	0.0
Cn1c(CCN2CCOCC2)nc2cc(NS(=O)(=O)c3ccccc3)ccc21	4	-4	7	0	4	-6	3	0.0
COc1ccccc1C(=O)Nc1ccc2c(c1)OC[C@H](C)NC[C@H](C)[C@@H](OC)CN(C)C2=O	6	/	-7	2	4	/	-1	0.4
CC(=O)Nc1ccc(CNc2nc(NCC3CC3)nc3ccsc23)cc1	/	0	31	-3	-4	-9	-13	0.0
Cc1cc(Cl)ccc1OCCCC(=O)NCCc1nnc2ccccn12	-9	-4	-9	-4	-15	-20	1	0.0
CC1CCN(CC(=O)Nc2cc(C(F)(F)F)ccc2Cl)CC1	3	0	13	0	-2	/	0	0.0
O=C(Nc1ccccc1F)N1CC(=O)N2[C@H](CO)[C@@H](c3ccc(C#CC4CCCC4)cc3)[C@@H]2C1	6	/	-2	15	-11	/	0	0.0
NC(=S)NN=Cc1nccc2c(N)cccc12	/	-5	22	0	-3	-42	1	-0.1
COc1ccc(NC(=O)N(C)C[C@@H]2Oc3ncc(-c4ccccc4)cc3C(=O)N([C@H](C)CO)C[C@@H]2C)cc1	8	/	-4	/	/	-3	/	0.1
C=CCNC(=O)c1onc(CSc2cccc3ccccc23)c1C(=O)O	/	15	-1	/	-10	3	-1	0.0
CC(=O)c1c(C)oc2ccc(N(C(C)=O)S(=O)(=O)c3cccc4cccnc34)cc12	13	/	11	12	0	/	/	0.3
CCOC(=O)N1CCN(CC(=O)Nc2nc3ccc(OC)cc3s2)CC1	5	3	-6	0	-4	2	-3	0.0
COc1ccc(-c2nc(SCC(=O)Nc3cccc(S(N)(=O)=O)c3)n[nH]2)cc1	-5	-4	-4	1	-2	1	-1	0.6
S=c1nc(-c2cc(Cl)cc(Cl)c2)[nH][nH]1	/	/	-7	6	-3	/	-2	0.0
COc1ccc(NC(=O)Nc2ccc3c(c2)CC(=O)N([C@H](C)CO)C[C@H](C)[C@@H](CN(C)Cc2ccc(C(F)(F)F)cc2)O3)cc1	-18	0	8	/	/	10	/	-1.2
C[C@@H]1CN([C@@H](C)CO)C(=O)CCCn2cc(nn2)CO[C@@H]1CN(C)Cc1ccc(O)cc1	14	54	-2	2	17	-16	3	0.6
O=C(COC(=O)c1ccc(Cl)nc1)Nc1cccnc1Cl	/	0	-3	-6	-1	2	0	-0.1
Cc1cc(-c2ccc(S(=O)(=O)N(C)c3ccc(C)c(C)c3)s2)on1	-31	-3	18	-1	-5	-38	-4	0.2
COc1ccccc1CNC(=O)COC(=O)c1ccccc1-c1ccccc1	-20	-1	7	2	-6	-7	0	-0.1
COc1ccc(/C=C2\N=C3CCCCCN3C2=O)cc1	-4	-1	11	-8	0	/	-1	0.0
CS(=O)(=O)c1ccc(Cl)c(NC(=O)c2ccc(-n3cncn3)c([N+](=O)[O-])c2)c1	-1	2	11	-2	-3	-19	0	0.0
C[C@@H]1CCCCO[C@@H](CN(C)CC2CCCCC2)[C@H](C)CN([C@@H](C)CO)C(=O)c2cc(NC(=O)Nc3ccccc3)ccc2O1	11	6	8	-2	9	/	-34	0.0
COc1ccc(C(=O)Nc2ccc3c(c2)OC[C@@H](C)N(C(=O)C2CC2)C[C@@H](C)[C@H](OC)CN(C)C3=O)cc1	-14	/	7	/	/	8	/	0.4

More results
SMILES	PGC1a acetyl inh	Cneo AK release	LGR2 inh	SIRT5 inh	S100A4 MyoIIA	Statin myotox sup	ERAP1 HTS inh	XiGFP reactiv
CN(C)S(=O)(=O)N1CCN(S(=O)(=O)c2ccc3ccccc3c2)CC1	-4	0	-10	-5	33	3	-1	/
C[C@@H]1CN([C@H](C)CO)S(=O)(=O)c2ccc(C3=CCCCC3)cc2O[C@H]1CN(C)C(=O)C1CCOCC1	1	-7	-8	-5	/	-13	/	6.0
C[C@@H]1CCCCO[C@H](CN(C)S(=O)(=O)c2cn(C)cn2)[C@@H](C)CN([C@H](C)CO)C(=O)c2cc(NC(=O)CCCN(C)C)ccc2O1	-11	-1	-4&0	-3&-7	3&21	/	0	0.1&0.0
O=C(NCc1ccc(F)cc1)C(c1ccco1)N(C(=O)c1csnn1)C1CC1 (configuration not stated)	-2	3	-3	-2	-2	-6	-1	0.0
C=C[C@H]1[C@H](O[C@@H]2O[C@H](CO)[C@@H](O)[C@H](O)[C@H]2O)OC=C2C(=O)OCC[C@]21O	/	4	-20	/	4	26	/	0.0
CCC(C(=O)Nc1sc(C(N)=O)c(C)c1C(=O)OC)c1ccccc1 (configuration not stated)	/	2	18	0	2	14	-1	0.0
CO[C@H]1CC[C@@H]2CCN(C)C(=O)[C@H](C)[C@@H](OC)CN(C)C(=O)c3cccc(C#N)c3OC[C@H]1O2	-3	1	-2	0	-1	8	0	-0.1
CC(Oc1ccc(F)cc1)C(=O)N(CCC1=CCCCC1)c1c(N)n(Cc2ccccc2)c(=O)[nH]c1=O (configuration not stated)	/	/	5	-2	1	1	3	0.0
CCS(=O)(=O)Nc1ccc2c(c1)C(=O)N(C)[C@@H]1CC[C@H](CC(=O)NC3CCCCC3)O[C@H]1CO2	2	58	12	-5	5	7	3	0.0
COc1ccc(CC/C(C)=N\NC(N)=O)cc1	/	0	-3	-2	0	/	1	0.0
O=C(CNC(=O)c1ccc(Br)o1)OCc1ccc(Br)cc1	6	0	-11	-3	-15	10	-1	0.0
CCCCCN1CC(=O)N2[C@@H](Cc3c([nH]c4ccccc34)C2(C)C)C1=O	-11	-1	2	-4	-5	5	-6	0.0

Two records picked at random from the list so far:
SMILES	PGC1a acetyl inh	Cneo AK release	LGR2 inh	SIRT5 inh	S100A4 MyoIIA	Statin myotox sup	ERAP1 HTS inh	XiGFP reactiv
COc1ccc(CC/C(C)=N\NC(N)=O)cc1	/	0	-3	-2	0	/	1	0.0
C=C[C@H]1[C@H](O[C@@H]2O[C@H](CO)[C@@H](O)[C@H](O)[C@H]2O)OC=C2C(=O)OCC[C@]21O	/	4	-20	/	4	26	/	0.0
